ADAM17 inh = inhibits human ADAM17 | P78536 | recombinant ADAM17, EDANS/DABCYL FRET peptide cleavage | inhibition, % at 6.95 µM | 0.83% of 370,000 active | AID 720648;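 active = inhibition above the mean of compounds lying between control limits plus 3 SD, set per campaign, cut at about 8.5% in these data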;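 note: 0% = DMSO-only wells as the low control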
PLCb3 inh = PLC-beta3 (human) inhibition, primary screen; Q01970; Purified PLC-beta3, fluorogenic substrate, fluorescence; inhibition, % at 12.2 µM; 0.18% of 370,000 active; AID 720704; in the data active = inhibition above about 11%;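 note: 0% = median of compound wells on plate and 100% = full blocker control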
PLCg1 inh = inhibitors of human phospholipase C gamma1. P19174. purified PLC-gamma1, fluorogenic substrate, fluorescence. inhibition, % at 12.2 µM. 0.84% of 370,000 active; in the data active = inhibition above about 9.5%
ARFGAP1 inh = rat ARFGAP1 inhibition; Arfgap1-stimulated ARF1 GTP hydrolysis, GDP FP detection; AID 651572; 0.26% of 360,000 active; inhibition, % at 16.5 µM; Q62848;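 active = inhibition above a per-plate limit, mean inhibition of low control wells plus 3 SD, cut at about 25% in these data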;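 note: 0% = DMSO wells with enzyme and 100% = wells lacking Arfgap1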
Target sequence (Q62848 1-136 limits assumed): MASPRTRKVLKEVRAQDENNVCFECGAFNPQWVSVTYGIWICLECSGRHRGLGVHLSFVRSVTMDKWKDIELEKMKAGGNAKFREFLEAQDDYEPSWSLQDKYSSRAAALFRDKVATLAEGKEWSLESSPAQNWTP
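Material: rat Arfgap1 GAP domain (His6, aa 1-136), purified enzyme. Also added: human ARF1(Δ1-17)-GTP substrate. Compound dosing: 16.5 µM single point, 1.26% DMSO. Timing: enzyme reaction 120 min at 25 °C after 20 min preincubation. Signal: GDP detection by fluorescence polarization. Read-out basis: percent inhibition of GAP-stimulated GDP formation, scaled between DMSO and no-Arfgap1 medians.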
TDP2 absorb = blocks human TDP2 phosphodiesterase activity; O95551; recombinant TDP2, T5PNP hydrolysis, p-nitrophenol absorbance 415 nm; inhibition, % at 12.8 µM; 0.34% of 370,000 active;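 active = inhibition above the mean of all tested compounds plus 3 SD, set per campaign, cut at about 25% in these data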;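 note: 0% = DMSO with enzyme and 100% = buffer with substrate but no TDP2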
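Evaluation: % inhibition relative to enzyme-containing and enzyme-free wells. Material: recombinant human TDP2. Benchmarks: enzyme-free and DMSO wells. Timing: enzyme reaction with compound for 2 h at 37 °C. Compound dosing: 12.8 µM only. Measured by: p-Nitrophenol epi absorbance. Reagent: T5PNP substrate at 5 mM, a TopII-DNA adduct mimic. Replication: single well per compound.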
ADAM10 inh = inhibits human ADAM10 | 0.62% of 370,000 active | AID 720582 | recombinant ADAM10, EDANS/DABCYL FRET peptide cleavage, 3 h | O14672 | inhibition, % at 7 µM;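 active = inhibition above a per-campaign cutoff equal to the mean of compounds falling between control-based bounds plus 3 SD, cut at about 20% in these data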;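 note: 0% = DMSO wells while the 100% control is not disclosed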
DDE Tn6 FP inh = disrupts Tn6 cyclic peptide binding to fibrin D-Dimer-E complex; P02675; Fibrin DD(E) TRITC-Tn6 fluorescence polarization displacement; inhibition, % at 8.3 µM; 0.21% of 370,000 active;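 active = inhibition above a per-campaign cutoff: mean of compounds within control limits plus 3 SD, cut at about 15% in these data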;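 note: 0% = median of all compound wells on the plate and 100% = blocking peptide control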
Target sequence (P02675 whole entry, looked up): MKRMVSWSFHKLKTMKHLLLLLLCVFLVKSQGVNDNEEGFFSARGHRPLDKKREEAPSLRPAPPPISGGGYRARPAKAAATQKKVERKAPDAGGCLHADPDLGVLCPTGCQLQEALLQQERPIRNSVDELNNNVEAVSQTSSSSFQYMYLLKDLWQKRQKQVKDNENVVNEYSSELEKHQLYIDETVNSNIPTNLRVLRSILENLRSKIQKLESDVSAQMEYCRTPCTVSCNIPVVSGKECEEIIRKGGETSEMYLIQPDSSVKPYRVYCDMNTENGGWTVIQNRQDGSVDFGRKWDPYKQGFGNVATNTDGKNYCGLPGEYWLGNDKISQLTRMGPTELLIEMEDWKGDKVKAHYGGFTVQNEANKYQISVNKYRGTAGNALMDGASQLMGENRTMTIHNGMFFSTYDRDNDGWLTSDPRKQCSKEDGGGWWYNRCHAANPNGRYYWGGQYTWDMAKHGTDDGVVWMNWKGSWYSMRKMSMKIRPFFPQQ
Tn7 DDE FP = disrupts Tn7 cyclic peptide binding to fibrin D-Dimer-E complex; P02675; FP displacement of FITC-Tn7 peptide from fibrin DD(E); 0% = median of compound wells per plate; inhibition, % at 8.3 µM; 0.13% of 370,000 active; AID 720508;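 active = inhibition above the mean of compounds falling within the control limits plus 3 SD of them, cut at about 14% in these data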;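 note: 0% = plate median of compound wells and 100% = 10 µM Aha-Tn7 peptide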
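Assay system: Fibrin-DD(E) protein isolated from polymerized human fibrin clots; read-out basis: percent inhibition; medium: Tris/NaCl/CaCl2 buffer, pH 7.8; signal: FP measurement; incubation: 10 min plus 3 h, room temperature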
ASAP1 GAP inh = inhibitors of human ASAP1 ArfGAP activity; Q9ULH1; ASAP1-stimulated ARF1 GTP hydrolysis, GDP FP detection; inhibition, % at 16.5 µM; 0.19% of 360,000 active; in the data active = inhibition above about 25%;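 note: 0% = vehicle with enzyme and substrate and 100% = no enzyme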
Target sequence (Q9ULH1 325-724 limits assumed): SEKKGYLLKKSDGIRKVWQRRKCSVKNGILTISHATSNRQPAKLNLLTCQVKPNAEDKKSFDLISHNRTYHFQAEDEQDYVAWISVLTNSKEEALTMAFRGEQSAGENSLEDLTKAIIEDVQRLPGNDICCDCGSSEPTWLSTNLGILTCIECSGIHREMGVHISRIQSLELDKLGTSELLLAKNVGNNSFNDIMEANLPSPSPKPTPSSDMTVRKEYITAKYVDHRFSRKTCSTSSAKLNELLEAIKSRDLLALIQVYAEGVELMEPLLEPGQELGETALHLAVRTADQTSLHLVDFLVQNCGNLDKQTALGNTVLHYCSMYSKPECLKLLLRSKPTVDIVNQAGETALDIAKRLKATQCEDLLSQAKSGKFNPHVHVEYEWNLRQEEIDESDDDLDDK
SIAE inh = blocks human sialic acid acetylesterase. Q9HAT2. 0.69% of 370,000 active. AID 1053197. inhibition, % at 9.66 µM. SIAE FP-Rh probe binding, fluorescence polarization;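 active = inhibition above a cutoff: mean of compounds within the control limits plus 3 SD of those, cut at about 17% in these data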;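 note: 0% = plate median of compound wells and 100% = probe without SIAE protein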
* marks the source's active call; other numbers are inactive results; i = inactive; · = no result given.

SMILES	ADAM17 inh	PLCb3 inh	PLCg1 inh	ARFGAP1 inh	TDP2 absorb	ADAM10 inh	DDE Tn6 FP inh	Tn7 DDE FP	ASAP1 GAP inh	SIAE inh
Clc1ccc(-c2cn3nc4c(nc3n2)CCCC4)cc1	-108	i	-482	4	20	-354	3	2	9	-4
COC(=O)C1=C(C)Nc2ncnn2C1c1ccco1 (stereo not drawn)	2	4	5	-6	-7	11	-2	-3	-6	5
COc1ccc(CCNC(=O)COC(=O)c2cnc(Cl)c(Cl)c2)cc1	-6	-6	0	6	0	-10	-3	-3	-15	1
CSCCC1NC2(C(=O)Nc3c(C)cc(Cl)cc32)[C@@H]2C(=O)N(C3CCCC3)C(=O)[C@H]12 (stereo partly drawn)	1	2	1	-1	1	-1	2	1	2	-3
CCCNC(=O)C(Cc1ccccc1)NC(=O)c1cccc([N+](=O)[O-])c1 (stereo not drawn)	-4	1	1	7	8	-4	1	3	14	-6
COc1ccc2oc(C(=O)OCC(=O)NC3(C#N)CCCC3)c(C)c2c1	-87	-164	-151	17	4	-277	-10	-2	-7	3
O=C(N/N=C/c1ccc(-c2ccccc2[N+](=O)[O-])o1)c1cccnc1	-6	-30	-23	4	36*	-7	0	-5	10	0
Cc1ccc(NC(=O)CN(C)C(=O)c2cccc(S(=O)(=O)NCc3cccs3)c2)cc1	1	-4	-3	-1	1	-4	0	-4	-11	3
O=C(c1ccc(F)cc1)C1CCN(Cc2ccccc2)CC1	-2	-3	-1	6	-10	9	-1	1	-4	-2
O=C(NCCCCCCNC(=O)c1cccs1)c1cccs1	1	6	2	0	-9	11	3	0	-15	6
COc1ccc(OCCNC(=O)c2ccc3nc(C)c(N(C)C(=O)CCc4ccccc4)n3c2)cc1	-6	-8	0	20	-3	-17	-2	1	13	1
Cc1ccccc1NC(=O)/C(=C/c1ccco1)c1ccccc1	-3	-8	-4	-8	-6	-2	4	5	1	-6
O=C(Cn1ncc2c3ccccc3n(Cc3ccccc3)c2c1=O)NCc1ccccn1	-3	-8	-2	-4	1	-13	5	2	-21	-1
NCCSc1c(-c2ccccc2)[nH]c2ccccc12	-25	-12	-15	-3	-6	-104	1	-1	-6	4
Cc1cc(C)cc(OCC(=O)Nc2cnn(CCCC(=O)O)c2)c1	-5	-6	-4	6	6	-2	6	0	-14	13
COc1ccccc1C(=O)NC(CCSC)C(=O)N1CCN(C/C=C/c2ccccc2)CC1 (stereo not drawn)	-1	-10	-2	-7	-7	-6	3	7	10	-2
CC(C)(C)OC(=O)N1CC2Cc3[nH]c(=O)ccc3C(C2)C1 (stereo not drawn)	5	7	3	-6	-22	-1	8	0	-17	-2
O=C(COc1ccc(-n2cnnn2)cc1)Nc1ccc(F)c(F)c1F	-3	0	2	2	6	-7	-4	3	-6	10
CC(c1ccccc1)n1c(-c2ccncc2)n[nH]c1=S (stereo not drawn)	2	-16	-11	-1	-6	8	5	3	-8	2
CCN(CC)C(=O)C1=C(C)N(CCC2=CCCCC2)C(=O)C(CC(=O)NCc2cccs2)C1 (stereo not drawn)	3	4	3	4	-3	-7	2	1	-3	-1
Fc1ccccc1-n1[nH]nnc1=S	0	1	-1	9	8	-2	1	-1	-16	7
O=C(/C=C/c1ccc(OCCCF)cc1)NCc1ccc(Cl)cc1	5	4	6	5	-9	7	0	-13	-2	-6
CN(C)CCNC(=S)Nc1ccc(Br)cc1	-1	2	0	-3	13	2	3	-1	1	-6
Cc1nn(C)c(-c2n[nH]c(=S)n2-c2ccccc2)c1Cl	3	-6	-4	5	1	-10	5	0	7	4
Cc1cccc(S(=O)(=O)CC(=O)Nc2nc(-c3ccccc3)cs2)c1	6	3	8	11	-8	1	-2	-3	-2	-7
CN1CCN(CC(=O)N2N=C(c3cccs3)CC2c2ccco2)CC1 (stereo not drawn)	-2	-12	-10	-3	3	-19	3	4	-11	2
COc1cc(Cl)ccc1OCc1cc(C(=O)NCC(C)c2ccccc2)no1 (stereo not drawn)	9	-15	-1	13	-20	2	4	0	-7	-4
COc1cccc(C(=O)Oc2c(CN3CCOCC3)cc(Cl)c3cccnc23)c1	-2	-36	-23	24	-7	1	-2	3	0	-1
O=C(CN1C(=O)c2ccccc2C1=O)Nc1cccc2cccnc12	-2	5	4	5	-4	-2	-2	-2	4	-6
COc1ccc(Cn2ccc3ccc(-c4ccc5ccn(C(=O)c6ccccc6)c5c4)cc32)cc1	-13	-51	-30	·	2	-67	2	2	·	-11
Cn1c(CNC2CCCCC2)nc2ccccc21	-3	-1	0	-2	-5	-2	4	5	-2	9
CN(C)c1ccc(C(c2nnnn2CCOC(=O)Nc2ccc(Cl)cc2)N2CCOCC2)cc1 (stereo not drawn)	0	-2	0	-2	4	11	0	4	2	2
COc1ccc(CCNC(=O)COC(=O)Cc2cc(OC)c(OC)c(OC)c2)cc1	-4	0	-2	6	4	-5	0	-1	3	-10
NC(=O)Nc1ccccc1C(=O)NCCc1ccccc1	-7	1	-5	-4	6	-16	4	-2	2	-1
CCCCNC(C(=O)Nc1cccc(S(=O)(=O)N2CCOCC2)c1)c1ccccc1 (stereo not drawn)	-2	1	2	5	1	-2	0	-2	2	3
CCOc1ccc(S(=O)(=O)N2CCN(c3ccc(C)cc3C)CC2)cc1	1	-1	-5	-2	2	-6	4	9	-6	3
Cc1cccn2cc(-c3cccc(S(=O)(=O)N4CCCCC4)c3)nc12	-6	-46	-28	5	2	-15	4	-7	-7	-7
CCOC(=O)NC(=O)COC(=O)c1ccc(Sc2ncn[nH]2)c([N+](=O)[O-])c1	-3	0	1	-10	-1	-9	0	5	-4	5
Cc1ccccc1NC(=O)Cc1nc(-c2c[nH]c(C(=O)N3CCCC3)c2)cs1	5	-16	-5	15	2	0	-2	-2	-9	-4
Oc1ccc(-c2n[nH]c(=S)n2-c2ccc3c(c2)OCCO3)c(O)c1	4	-5	-3	6	4	6	-3	-9	6	1
C=CCn1c(SCC(=O)NCCCC(=O)OCC)nc2scc(-c3ccco3)c2c1=O	-2	-19	-7	3	6	-3	-1	1	-1	7
CC(C)C(=O)NC(=O)[C@@H]1CCCN1C(=O)/C=C/c1ccccc1	-1	1	-1	-8	6	2	-4	-4	2	1
O=C(O)c1ccc(Cn2cnc3c(=O)[nH]cnc32)cc1	-3	0	1	-4	7	-9	5	6	-14	-2
N#Cc1nc(-c2ccc(OCc3ccccc3)cc2)oc1NCc1cccnc1	-7	-5	-4	12	6	-28	-7	-5	15	2
C=CCNC(=O)C1CCN(c2cc(C)nc(-c3ccccc3)n2)CC1	-3	-2	1	4	-1	-6	3	1	-9	3
COc1cc(OC)cc(C(=O)NNC(=O)CNC(=O)c2ccc(Br)o2)c1	-5	-8	3	7	13	0	-4	3	-6	11
COc1ccc(OC)c(NS(=O)(=O)c2ccc(-n3cccn3)cc2)c1	1	-7	-4	1	1	6	8	2	3	2
Cc1c(C)c2ccc(OCC(=O)NCc3ccccn3)cc2oc1=O	-109	-72	-45	4	7	-344	0	-1	-11	0
Clc1ccc(-n2nnnc2CN2CCOCC2)cc1	0	4	1	-6	-7	12	1	0	1	1
COC(=O)c1c(NC(=O)COC(=O)CNC(=O)C2CCCCC2)sc(C)c1C	2	-3	-7	-8	-10	-30	0	-4	10	-4
COc1ccc(OC)c(NC(=O)CCn2c(=S)[nH]c3ccccc3c2=O)c1	-3	-5	2	11	-7	-2	-12	3	0	0
Nc1nnnn1CC(=O)N/N=C/c1ccccn1	1	-4	4	3	-1	2	0	-1	7	1
COc1cccc(Cn2nc(C(=O)O)c3ccccc3c2=O)c1	-4	-6	1	-2	-1	0	-11	6	-1	-1
CON(C)C(=O)CC(CNC(=O)OC(C)(C)C)c1ccc(Cl)cc1 (stereo not drawn)	-2	5	1	-5	5	3	-9	0	1	3
COc1ccc(OC(=O)CCN2C(=O)C3C4C=CC(C4)C3C2=O)cc1 (stereo not drawn)	-2	0	3	15	4	0	5	0	-7	-1
CC(=O)COC(=O)c1cccc(N2C(=O)C3C4C=CC(C4)C3C2=O)c1 (stereo not drawn)	-2	5	0	-11	5	-10	2	1	-8	2
OCCN1CCN(CC(O)COCC2COc3ccccc3O2)CC1 (stereo not drawn)	0	-3	0	2	8	-8	4	2	-9	-10
CC(Oc1ccc(F)cc1)C(=O)N(Cc1ccccc1)c1c(N)n(Cc2ccccc2)c(=O)[nH]c1=O (stereo not drawn)	3	-3	2	2	-11	12	-2	3	-13	-4
O=C1c2oc3ccc(Br)cc3c(=O)c2C(c2cccc(F)c2)N1CCO (stereo not drawn)	-3	-33	-32	8	-10	-7	1	5	9	-10
CCCC12CN3CC(C)(CN(C1)C3c1ccc(OC(C)C)cc1)C2=O (stereo not drawn)	-6	4	-2	-10	-1	-6	6	-4	5	-2

Some of the entries so far, as labelled records:
CC(C)(C)OC(=O)N1CC2Cc3[nH]c(=O)ccc3C(C2)C1 (stereo not drawn)
  ADAM17 inh: 5; PLCb3 inh: 7; PLCg1 inh: 3; ARFGAP1 inh: -6; TDP2 absorb: -22; ADAM10 inh: -1; DDE Tn6 FP inh: 8; Tn7 DDE FP: 0; ASAP1 GAP inh: -17; SIAE inh: -2
O=C(COc1ccc(-n2cnnn2)cc1)Nc1ccc(F)c(F)c1F
  ADAM17 inh: -3; PLCb3 inh: 0; PLCg1 inh: 2; ARFGAP1 inh: 2; TDP2 absorb: 6; ADAM10 inh: -7; DDE Tn6 FP inh: -4; Tn7 DDE FP: 3; ASAP1 GAP inh: -6; SIAE inh: 10

(more compounds)
SMILES	ADAM17 inh	PLCb3 inh	PLCg1 inh	ARFGAP1 inh	TDP2 absorb	ADAM10 inh	DDE Tn6 FP inh	Tn7 DDE FP	ASAP1 GAP inh	SIAE inh
COc1ccc(NC(=O)Nc2ccc(OCC(=O)N3CCOCC3)cc2)cc1OC	0	1	3	1	-8	-1	5	-4	8	1
CCOc1nc2cnccc2n(CC(=O)Nc2c(C)cccc2CC)c1=O	-2	-6	2	-13	-3	11	-1	-2	-1	-12
Cc1nn(-c2ccccc2)c2sc(C(=O)N(Cc3ccco3)C(C)C(=O)NC(C)(C)C)cc12 (stereo not drawn)	3	1	-5	5	-16	-1	4	3	5	-8
Cc1ccc(Cn2c(C)c3cnn(CC(=O)NCc4ccccn4)c(=O)c3c2C)cc1	2	-3	-4	4	8	-12	-1	0	-6	4
COc1ccccc1-c1nc(SCC(=O)NCc2ccco2)c2c(=O)n(C)c(=O)n(C)c2n1	-14	-71	-72	-1	-8	-40	-2	-4	-4	-16

Screening data from PubChem BioAssay.
